# Compound activity as filed in PubChem.
# HePTP inhibitor: inhibitors of human HePTP phosphatase, primary screen, biochemical, absorbance, leukemia target | recombinant HePTP phosphatase activity, OD absorbance | Tyrosine-protein phosphatase non-receptor type 7 (Homo sapiens), P35236 | inhibition, % at 20 µM | 110,000 compounds, 0.64% hits; in the data active = inhibition above about 50%;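 note: plate controls were vehicle for no effect and reference inhibitor for full effect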
# Target sequence (P35236 whole entry, looked up): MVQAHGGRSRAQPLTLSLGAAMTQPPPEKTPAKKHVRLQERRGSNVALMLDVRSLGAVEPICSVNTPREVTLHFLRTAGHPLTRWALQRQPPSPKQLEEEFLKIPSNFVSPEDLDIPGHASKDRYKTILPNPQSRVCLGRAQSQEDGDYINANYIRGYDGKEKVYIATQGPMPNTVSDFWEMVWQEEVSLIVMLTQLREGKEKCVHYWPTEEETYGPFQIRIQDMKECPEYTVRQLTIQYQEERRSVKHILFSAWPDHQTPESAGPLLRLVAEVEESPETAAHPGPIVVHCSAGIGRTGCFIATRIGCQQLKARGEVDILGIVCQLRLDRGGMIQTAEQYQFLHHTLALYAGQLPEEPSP
# BAP1 inh: inhibitors of BAP1 deubiquitinase, primary screen, biochemical, Ub-AMC fluorescence, kinetic; Ubiquitin carboxyl-terminal hydrolase BAP1 (Homo sapiens), Q92560; recombinant BAP1, Ub-AMC hydrolysis fluorescence kinetic; hits give low values; activity remaining (% of control), % at 20 µM; 72,000 compounds, 0.48% hits; AID 436, 2006;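 active = activity remaining at or below 50% of control, provided the compound also passes the data quality filters; inactive = the rest, including low values that fail the filters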;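 note: 100% = DMSO wells rate and 0% = substrate alone blank rate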
# Target sequence (Q92560 whole entry, looked up): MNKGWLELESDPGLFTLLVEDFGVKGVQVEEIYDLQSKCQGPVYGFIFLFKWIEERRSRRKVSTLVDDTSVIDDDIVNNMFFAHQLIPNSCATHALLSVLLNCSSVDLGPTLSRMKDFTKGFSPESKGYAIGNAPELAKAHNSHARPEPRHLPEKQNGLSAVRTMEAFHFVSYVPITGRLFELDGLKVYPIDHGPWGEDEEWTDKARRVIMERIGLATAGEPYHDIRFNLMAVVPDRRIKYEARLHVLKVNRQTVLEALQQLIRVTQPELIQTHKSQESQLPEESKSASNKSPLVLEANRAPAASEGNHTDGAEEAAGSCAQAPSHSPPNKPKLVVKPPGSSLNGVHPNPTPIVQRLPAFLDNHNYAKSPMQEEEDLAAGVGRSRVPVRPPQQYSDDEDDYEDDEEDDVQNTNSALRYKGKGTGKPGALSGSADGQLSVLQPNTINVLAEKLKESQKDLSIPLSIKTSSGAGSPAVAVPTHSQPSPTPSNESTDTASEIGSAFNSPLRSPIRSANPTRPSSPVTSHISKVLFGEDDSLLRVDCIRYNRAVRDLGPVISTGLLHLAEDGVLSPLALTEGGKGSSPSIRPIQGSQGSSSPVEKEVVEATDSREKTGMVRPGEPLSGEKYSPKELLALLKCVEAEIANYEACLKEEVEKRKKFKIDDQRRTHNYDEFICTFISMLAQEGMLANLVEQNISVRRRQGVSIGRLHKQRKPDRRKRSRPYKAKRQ
# Numbers without * were called inactive; nt = not tested or not shown; & = joins results of further samples.
SMILES,HePTP inhibitor,BAP1 inh
COc1cc2c(cc1OC)C(c1cccc([N+](=O)[O-])c1)=NCC2,2.2,nt
COc1cccc(C2CC(C(F)(F)F)n3ncc(C(=O)NCC4CCCO4)c3N2)c1 (stereo not drawn),5.4,90.0
Cc1c(N=C2NC(=O)C(CC(=O)Nc3ccc(Cl)cc3)S2)c(=O)n(-c2ccccc2)n1C (stereo not drawn),3.5,111.8
O=C(CC(Nc1ccccc1)C(=O)O)c1ccccc1 (stereo not drawn),6.3,nt
COc1ccccc1/C=C1\SC(N2CCC(C)CC2)=NC1=O,-6.2,nt
O=C1c2cccc([N+](=O)[O-])c2C(=O)N1CC(=O)N1c2ccccc2Sc2ccc(C(F)(F)F)cc21,3.4,nt
COc1ccc(CNC(=O)C2C3C=CC4(CN(Cc5cccnc5)C(=O)C24)O3)cc1 (stereo not drawn),2.7,99.5
Cc1c(N=Cc2nc3ccccc3n2C)c(=O)n(-c2ccccc2)n1C,2.6,84.7
Cc1ccc(-c2nnc(SCC(=O)N3CCN(c4ccccc4)CC3)o2)cc1,12.1,94.3
Cc1ccc(-n2c(=O)c3cc4c(=O)n(-c5ccc(C)c(C)c5)c(=O)c4c(C(=O)c4ccccc4)c3c2=O)cc1C,-2.9,nt
CCOC(=O)CN1C(=O)C(=O)c2cccc(C)c21,4.3,93.3
O=C(N/N=C/c1cc([N+](=O)[O-])ccc1O)c1cccc(N2CCCC2=O)c1,-0.3,nt
CC(=O)N/C(=C/c1ccc(Cl)cc1)C(=O)N1CCOCC1,-11.0,nt
CCCCNC(=O)C1C2C=CC3(CN(Cc4ccccc4Cl)C(=O)C13)O2 (stereo not drawn),0.2,nt
CCc1cc2c(=O)[nH]cnc2s1,0.9,106.3

# Three of these compounds, set out differently:
smiles | HePTP inhibitor | BAP1 inh
COc1cccc(C2CC(C(F)(F)F)n3ncc(C(=O)NCC4CCCO4)c3N2)c1 (stereo not drawn) | 5.4 | 90.0
Cc1c(N=C2NC(=O)C(CC(=O)Nc3ccc(Cl)cc3)S2)c(=O)n(-c2ccccc2)n1C (stereo not drawn) | 3.5 | 111.8
O=C(CC(Nc1ccccc1)C(=O)O)c1ccccc1 (stereo not drawn) | 6.3 | nt

# Further structures.
SMILES,HePTP inhibitor,BAP1 inh
CCCn1c(=NC(=O)c2ccco2)c(C(=O)OCC)cc2c(=O)n3ccccc3nc21,-4.0,91.0
COc1cccc(-c2csc(NC(=O)C3CC3)n2)c1,8.2,104.4
CCCCc1oc2ccccc2c1C(=O)c1cc(I)c(OCCN(CC)CC)c(I)c1,10.6,85.7&79.5
CC1(C)S[C@@H]2[C@H](NC(=O)Cc3ccccc3)C(=O)N2[C@H]1C(=O)O,7.7,120.9
O=c1cc(-c2ccccc2Cl)c2c([nH]1)CCC2,1.3,103.0
CCOC(=O)C1=C(C)Nc2ncnn2C1c1ccc([N+](=O)[O-])cc1 (stereo not drawn),nt,96.2
O=C(NCCc1ccc(Cl)cc1)C1CC(=O)N(c2ccc(Br)cc2)C1 (stereo not drawn),-4.5,nt
Cc1ccc(NC(=O)CCc2c(C)nc3ncnn3c2C)cc1,1.2,84.7
Cc1ccc2oc(=O)cc(CN3CCC(C)CC3)c2c1,10.4,101.6
O=C(C1CCN(Cc2cc(Cl)ccc2O)CC1)N1CCN(Cc2ccccc2)CC1,-4.7,100.2
O=C(c1ccc(F)cc1F)n1nnc2ccccc21,-4.1,nt
CC(C)c1cc(NS(=O)(=O)c2ccccc2N)cc(C(C)C)c1O,9.5,nt
CCCN1C(=O)C(NC(=O)c2ccncc2)(C(F)(F)F)C2=C1CC(C)(C)CC2=O (stereo not drawn),6.8,69.3
CCOC(=O)N1CCC2(CC1)CC(=O)c1cc(O)ccc1O2,11.5,92.7
Cn1c(=O)c2c(ncn2CC(=O)NC2CCCC2)n(C)c1=O,-7.4,120.4
CC(C)C(OC(=O)c1cccs1)C(=O)NCc1cccs1 (stereo not drawn),13.8,86.5
COc1ccccc1/C=C1\SC(=S)N(NC(=O)c2cccc([N+](=O)[O-])c2)C1=O,-4.4,nt
Cn1nnnc1SCC(=O)NC1CCCCC1,14.9,102.8
Brc1ccc(/C=N/N2CCN(Cc3cccc4ccccc34)CC2)s1,3.9,nt
Cc1ccc(OCc2ccc(C(=O)Nc3nccs3)o2)cc1,-3.6,75.4
COc1c(Cl)cc(C(=O)Nc2ccc(N3CCOCC3)cc2)cc1Cl,4.0,nt
CCOC(=O)c1ccc(NC(=O)CSc2nc3c(c(=O)n2-c2ccccc2OC)SCC3)cc1,10.1,96.2
COc1cccc(C2C(C(=O)Nc3ccc(C)cc3C)=C(C)Nc3ncnn32)c1OC (stereo not drawn),3.8,103.3
Cc1ccc(N2CC(C(=O)OCc3ccc([N+](=O)[O-])cc3)CC2=O)cc1 (stereo not drawn),-23.0,nt
O=C(O)C(c1ccccc1)C(c1ccccc1)c1ccccc1 (stereo not drawn),5.5,nt
Cc1cccc(/C(N)=N/OC(=O)COc2ccccc2C)c1,4.1,nt
CC(=O)C1=C(O)CC(C)(C)CC1=Nc1ccccc1O,1.7,nt
O=C(c1scc2c1CCCC2)N1CCCCC1,0.7,72.6
O=C(Cn1c(NCCO)nc2ccccc21)c1ccccc1,4.2,106.0
C=CCn1c(-c2nonc2NC(C)=O)nc2ccccc21,3.3,nt

# Reformatted: entries from further up
# Values run as follows: HePTP inhibitor | BAP1 inh
> CCOC(=O)c1ccc(NC(=O)CSc2nc3c(c(=O)n2-c2ccccc2OC)SCC3)cc1
  10.1 | 96.2
> Cc1ccc(NC(=O)CCc2c(C)nc3ncnn3c2C)cc1
  1.2 | 84.7
> O=c1cc(-c2ccccc2Cl)c2c([nH]1)CCC2
  1.3 | 103.0
> CC(=O)C1=C(O)CC(C)(C)CC1=Nc1ccccc1O
  1.7 | nt
> O=C(c1ccc(F)cc1F)n1nnc2ccccc21
  -4.1 | nt

# Additional compounds follow.
SMILES,HePTP inhibitor,BAP1 inh
CC1=C(C(=O)Nc2ccccc2)C(c2cccc(I)c2)NC(=S)N1 (stereo not drawn),7.6,nt
COC(=O)CC1=C(C(=O)OC)C(c2ccc3c(c2Cl)OCO3)C(C#N)=C(N)O1 (stereo not drawn),-0.1,74.3
CSc1ccccc1NC(=O)c1ccncc1,-1.6,82.2
c1cn(CCCNc2ncnc3nc[nH]c23)cn1,-4.5,82.5
CCOC(=O)C(Cc1ccccc1Cl)(NC(C)=O)C(=O)OCC,-9.2,nt
COCCNC(=O)C(C#N)c1nc2ccccc2nc1N1CCCCCC1 (stereo not drawn),10.2,119.0
Cn1cnc2c1c(=O)n(Cc1ccc(F)cc1Cl)c(=O)n2C,-6.4,85.4
COc1ccc(NC(=O)c2cc(-c3ccccc3OC)on2)cc1,5.4,105.6
COc1cc(NC(=O)c2cccs2)ccc1NC(=O)c1ccco1,3.0&-6.5,nt
COc1ccccc1/C=C1\SC(=S)N(NC(=O)c2ccccc2)C1=O,6.1,nt
O=C(O)c1ccc(N2C(=O)CC(SC(=NCCc3ccccc3)Nc3ccc(F)cc3)C2=O)cc1 (stereo not drawn),5.4,nt
O=C1N=c2ccccc2=C1c1sc(=O)n(-c2ccc(O)cc2)c1O,-1.9,nt
CN(C)C(=O)NCc1ccc(S(N)(=O)=O)cc1,9.3,93.2
CCc1ccc(NC(=O)CSc2nnc(-c3cnccn3)n2Cc2ccco2)cc1,10.4,84.5
COC(=O)c1cccc(NC(=O)CN2C(=O)c3ccccc3C2=O)c1,nt,186.4
C=C(C)C(=O)Oc1ccc(N2C(=O)CCC2=O)cc1,-0.2,nt
O=C1S/C(=C\c2ccc3c(c2)OCO3)C(=O)N1Cc1ccccc1,6.7,nt
COc1ccc2c(c1OC)C(=O)N(c1ccc(NC(C)=O)cc1)C2=O,-1.3,nt
Cc1ccc(-c2nn3c(-c4ccco4)nnc3c3ccccc23)cc1S(=O)(=O)N1CCOCC1,-8.3,99.8
COc1ccc(C2(CNC(=O)C3(c4ccccc4)CCCC3)CCCC2)cc1OC,-12.8,nt
CC(C)OC(=O)c1sc2cc([N+](=O)[O-])ccc2c1Cl,16.1,nt
COc1ccc(CNc2nc3c(c(=O)n(Cc4ccc(F)cc4)c(=O)n3C)n2C)cc1,6.6,84.9
COC(=O)c1ccccc1NC(=O)N1CCN(S(=O)(=O)c2ccc(Cl)cc2)CC1,-4.6,nt
O=C(NCC1CCCO1)c1cccc(Br)c1 (stereo not drawn),-11.0,106.1
O=C(Cc1ccccc1)NCC1CCCO1 (stereo not drawn),3.8,nt
NC(=O)c1c(NC(=O)c2ccc(Br)cc2)sc2c1CCCCCC2,9.4,nt
O=C(NCc1n[nH]c(=S)n1-c1cccc(Cl)c1)c1ccccc1F,nt,89.6
CCc1ccc(C=NC23CN4CN(CN(C4)C2)C3)s1,-4.5&-24.2,108.4
CCOc1ccc(C(=O)Nc2ccc(-c3nc4ccccc4o3)c(O)c2)cc1[N+](=O)[O-],103.6*,nt
COc1ccc(/C=N/N2CCN(Cc3cccc4ccccc34)CC2)cc1Br,-5.5,nt
Nn1c(SCC(=O)N2CCCCC2)nnc1-c1ccncc1,16.9,82.4
CCOC(=O)/C(=C/c1ccc(O)cc1)C(C)=O,-7.5,nt
O=c1[nH]c(=O)n(-c2cccc3ccccc23)c(O)c1/C=C1\C=Nc2ccccc21,1.5,nt
O=C(Oc1ccc(F)cc1)c1cccc([N+](=O)[O-])c1,nt,89.9
N=C1S/C(=C\c2ccc(-c3ccc([N+](=O)[O-])cc3)o2)C(=O)N1c1ccc2c(c1)OCO2,8.8,nt
Cc1ccc(C(=O)Nc2cccc(F)c2)cc1S(=O)(=O)N1CCCCC1,7.5,nt
COc1ccc2c(c1)C1=NN(C(C)=O)C(c3ccc(F)cc3)C1CC2 (stereo not drawn),nt,182.4
Cc1ccc(-c2cnc(-c3ccncc3)o2)cc1,-2.3,nt
COC(=O)c1cc(=O)nc2sc(-c3cccs3)nn12,6.4,519.7
CCn1nc(C(=O)OCc2c(C)noc2C)c2ccccc2c1=O,-3.4,98.5
Cc1ccc(N(CC(=O)N/N=C/c2ccccc2)S(=O)(=O)c2ccccc2)cc1,5.6,nt
CCOC(=O)C1CCN(Cc2nc(-c3ccc(OC)c(OC)c3)no2)CC1,-0.6,67.2
CCOC(=O)c1ccc(Nc2nc3nonc3nc2NC(C)C)cc1,6.6,nt
O=C1c2cccc3cccc(c23)C(=O)N1/N=C/c1ccc(Br)cc1,-0.6,nt
O=C(c1cccs1)c1ccc(-c2cccs2)s1,2.8,47.5*
Cc1ccc(-c2csc(/C(C#N)=C/c3sccc3C)n2)cc1C,-4.5,nt
CCc1ccc2[nH]c(=O)c(CN(Cc3ccccc3OC)Cc3nnnn3Cc3ccco3)cc2c1,0.1,nt
C[N+](C)(C)CCO,nt,93.6
CCCCCCn1c(SCC(C)C)nc2c1c(=O)[nH]c(=O)n2C,9.0,90.6
Cc1ccc(-c2nc3cc(Cl)cc(Cl)c3o2)cc1NC(=O)Cc1ccccc1,-2.3,nt
Cc1cc(C)cc(NC(=O)CSc2nnc(Cn3c(=O)sc4ccccc43)n2C)c1,0.3,97.1
COc1cccc(-c2nn(C)c3sc(C(=O)NCc4ccccn4)cc23)c1,6.2,74.3
O=C1C(Cl)=C(N2CCCCC2)C(=O)N1c1ccccc1,-6.2,78.6
Cc1ccc(NC(=O)/C(=C\c2ccc3c(c2)OCO3)NC(=O)c2ccco2)cc1,-0.7,nt
CC1Cc2ccccc2N1C(=O)CSc1nc2ccccc2n1CC(=O)N1CCOCC1 (stereo not drawn),8.6,100.5
COc1ccc(C2C(C(=O)N3CCOCC3)CCC(=O)N2c2cc(OC)c(OC)c(OC)c2)cc1 (stereo not drawn),0.3,nt
COc1ccc2cc(CN(CCc3ccccc3)Cc3nnnn3Cc3ccco3)c(=O)[nH]c2c1,8.1,nt
CC(C)C(NS(=O)(=O)c1cccs1)C(=O)NCCN1CCN(c2ccccc2)CC1 (stereo not drawn),-0.2,97.7
COc1ccc(-c2ccc(SCC(=O)N3CCOCC3)nn2)cc1,4.7,99.5
CC(=O)c1cccc(NC(=O)Nc2cccs2)c1,3.8,105.8
# (list continues)
SMILES,HePTP inhibitor,BAP1 inh
CC(=O)N1CCN(c2cccc(C)c2C)CC1,1.4,96.5
CCc1c(C)nc(N)nc1N1CCOCC1,7.3,nt
COc1ccc(OC(C)C(=O)N2CCc3ccccc3C2)cc1 (stereo not drawn),9.6,74.2
Cc1cc(NC(=O)Cn2cc(C(F)(F)F)cc(Cl)c2=O)no1,-1.0,99.6
COC(=O)c1ccc(OC(=O)c2ccc(OCc3c(C)noc3C)c(OC)c2)cc1,-7.7,90.2
COC(=O)C1=CN(C)C=C(C(=O)OC)C1c1ccccc1Cl,6.9,nt
Cc1c(NC(=S)NC(=O)c2ccco2)cccc1-c1nc2ncccc2o1,0.3,nt
CC(C)(C)c1[nH]nc2c1C(c1ccccc1OC(=O)N1CCOCC1)C(C#N)=C(N)O2 (stereo not drawn),-4.8,102.7
Cc1nn(C)c(C)c1S(=O)(=O)N1CCCC(C(=O)NC2CCCCCC2)C1 (stereo not drawn),0.0,92.4
Cc1cc(S(=O)(=O)Nc2cccnc2)c(C)s1,8.2,102.2
CCSc1nnc(NC(=O)c2cccc(OCc3c(C)noc3C)c2)s1,2.8,nt
COc1ccccc1OCCNc1cc(Cl)ccc1[N+](=O)[O-],-15.4,nt
Clc1cccc(Cl)c1OCCN1CCCC1,-1.2,nt
